# Bioassay records deposited in PubChem by several laboratories.
# TNAP act hiacc = TNAP activators at high phosphate acceptor level, primary screen, biochemical, luminescence, uHTS. Alkaline phosphatase, tissue-nonspecific isozyme (Homo sapiens), P05186. purified TNAP, CDP-star luminescence, 1 M DEA, 30 min; hits give high values; 0 = EDTA background, 1 = DMSO-only activity. activation factor at 20 µM. 200,000 tested, under 10 active;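 active means activation factor at least 2 at 20 µM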
# Target sequence (P05186 whole entry, looked up): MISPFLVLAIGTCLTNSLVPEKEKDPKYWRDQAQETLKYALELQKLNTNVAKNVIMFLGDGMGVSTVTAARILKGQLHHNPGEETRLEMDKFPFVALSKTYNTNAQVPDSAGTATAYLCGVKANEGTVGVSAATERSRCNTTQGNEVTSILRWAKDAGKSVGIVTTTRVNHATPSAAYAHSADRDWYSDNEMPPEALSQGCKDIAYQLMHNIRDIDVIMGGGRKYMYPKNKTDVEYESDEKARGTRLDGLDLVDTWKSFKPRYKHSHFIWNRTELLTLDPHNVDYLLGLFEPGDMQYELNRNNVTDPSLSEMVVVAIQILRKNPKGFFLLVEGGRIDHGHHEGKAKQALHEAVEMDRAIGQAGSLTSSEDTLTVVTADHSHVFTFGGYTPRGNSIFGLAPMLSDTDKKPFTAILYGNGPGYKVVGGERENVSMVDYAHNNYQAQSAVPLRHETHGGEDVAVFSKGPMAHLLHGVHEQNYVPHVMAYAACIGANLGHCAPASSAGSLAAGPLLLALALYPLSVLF
#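 Assay system: human TNAP; Input: enzyme diluted 1/800 final; Reagent: CDP-star luminogenic substrate at 100 µM final; Timing: 30 min, room temperature; Signal: luminescence; Evaluation: TNAP activation factor scaled between EDTA and DMSO control wells.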
# bIAP activator = bovine intestinal alkaline phosphatase activators, primary screen, biochemical, bovine IAP, CDP-star luminescence; alkaline phosphatase, intestinal [Bos taurus]; purified bovine IAP, 30 min; hits give high values; fold of DMSO-control signal, blank-subtracted; activation factor at 20 µM; actives 0.17% (n = 200,000); AID 1016, 2008;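 active means activation factor of 2 or more at 20 µM, a signal rise over negative controls twice the positive control's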
# PMI act hi M6P = human PMI activators, high substrate, primary screen, biochemical, fluorescence intensity, near-saturating mannose 6-phosphate. Mannose-6-phosphate isomerase (Homo sapiens), P34949. coupled PMI enzyme assay, resazurin fluorescence, 20 min; hits give high values; 1 = untreated enzyme, 0 = substrate-free blank. activation factor at 20 µM. actives 0.34% (n = 190,000);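 active means activation factor of 2 or more at 20 µM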
# Target sequence (P34949 whole entry, looked up): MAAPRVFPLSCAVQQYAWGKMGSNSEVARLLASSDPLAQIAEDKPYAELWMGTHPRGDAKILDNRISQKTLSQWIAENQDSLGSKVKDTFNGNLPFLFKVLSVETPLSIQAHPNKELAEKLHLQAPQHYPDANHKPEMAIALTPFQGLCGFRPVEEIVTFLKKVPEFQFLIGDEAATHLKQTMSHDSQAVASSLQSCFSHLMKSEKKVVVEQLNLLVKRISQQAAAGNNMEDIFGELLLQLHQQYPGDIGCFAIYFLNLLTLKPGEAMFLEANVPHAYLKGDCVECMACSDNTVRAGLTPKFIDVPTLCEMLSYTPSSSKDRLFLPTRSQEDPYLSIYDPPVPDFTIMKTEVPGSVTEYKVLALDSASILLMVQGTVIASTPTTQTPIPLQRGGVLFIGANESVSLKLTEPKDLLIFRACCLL
#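 Test system: human phosphomannose isomerase with PGI, G6PDH, diaphorase coupling enzymes / Doses: 20 µM compound, 1% DMSO / Times: enzyme reaction with compound 20 min at room temperature / Measured by: Diaphorase-driven resazurin-to-resorufin fluorescence, excitation 544, emission 590 nm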
# Lmaj promast = Leishmania major promastigote growth inhibition, primary screen. Leishmania major promastigotes, resazurin fluorescence viability. inhibition, % at 10 µM. actives 9% (n = 200,000). AID 1063, 2008; in the data active means inhibition above about 50%;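 further: promastigotes grown with compound for 44 hours at 28 °C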
# PMI activator = activators of human PMI, primary screen, biochemical, fluorescence intensity, near-Km mannose 6-phosphate; actives 0.005% (n = 190,000); activation factor at 20 µM; AID 1214, 2008; Mannose-6-phosphate isomerase (Homo sapiens), P34949; purified human PMI, coupled resazurin fluorescence, 20 min; hits give high values; 1 = vehicle control, 0 substrate-free wells;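 active means activation factor of 2 or more at 20 µM, relative to plate controls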
# Diaph act CS = compounds boosting diaphorase resazurin reduction – biochemical, uHTS, resorufin fluorescence, counter-screen for diaphorase-coupled primary assays, primary screen. Diaphorase/resazurin coupled assay, 16 min; hits give high values; 1 = vehicle wells, 0 = NADH-free wells. actives 0.005% (n = 190,000). activation factor at 20 µM;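 active means diaphorase activity raised at least twofold by the compound at 20 µM; inactive means activation factor below 2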
#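 Material: purified diaphorase enzyme from Clostridium kluyveri / Medium: HEPES pH 7.4 buffer with MgCl2 and Tween 20 / Schedule: enzyme reaction of 16 min at room temperature / Measured by: resorufin fluorescence, excitation 544 nm, emission 590 nm / Evaluation: rise in resorufin formation, marking diaphorase activation or chemical reduction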
# bIAP inh = bovine intestinal alkaline phosphatase inhibitors, primary screen, selectivity assay for TNAP inhibitor project, biochemical, bovine IAP, CDP-star luminescence. purified bovine IAP, 30 min. alkaline phosphatase, intestinal [Bos taurus]. 190,000 tested, under 10 active. inhibition, % at 20 µM;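 active means over 50% inhibition of intestinal alkaline phosphatase at 20 µM in the single-dose screen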
#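 test system = bovine IAP enzyme | medium = DEA buffer 100 mM, pH 9.8, with MgCl2 1.0 mM, ZnCl2 0.02 mM | detection = luminescence | dosing = single compound dose of 20 µM, 2% DMSO final | incubation = 30 min reaction at room temperature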
# TNAP inh hiacc = human TNAP enzyme inhibitors, primary screen, biochemical, luminescent, high phosphate acceptor level, uHTS; Alkaline phosphatase, tissue-nonspecific isozyme (Homo sapiens), P05186; purified TNAP, CDP-star luminescence, 1 M DEA; inhibition, % at 20 µM; actives 0.03% (n = 200,000);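 active means over 50% inhibition of tissue-nonspecific alkaline phosphatase at 20 µM in the single-dose screen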;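 further: plate controls were DMSO wells for no effect and EDTA-quenched wells as full inhibition for full effect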
# TNAP inh noacc = human TNAP enzyme inhibitors, primary screen, biochemical, luminescent, no phosphate acceptor, uHTS; actives 0.26% (n = 200,000); AID 1012, 2008; Alkaline phosphatase, tissue-nonspecific isozyme (Homo sapiens), P05186; purified TNAP, CDP-star luminescence, 30 min; inhibition, % at 20 µM;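 active means tissue-nonspecific alkaline phosphatase inhibition above about 50% at 20 µM in the single-dose screen, limit read from the data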;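 further: 0% = DMSO negative control and 100% = EDTA positive control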
# Diaphorase inh = diaphorase inhibitors and chemical oxidizers, primary screen, counter-screen for diaphorase-coupled primary assays, biochemical, uHTS, resorufin fluorescence; inhibition, % at 20 µM; diaphorase resazurin-to-resorufin fluorescence, NADH, 16 min; bacterial (C. kluyveri) enzyme, not human; AID 1217, 2008; actives 0.69% (n = 190,000);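 active means primary screen inhibition at 20 µM above a set limit, cut at about 50% in these data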;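 further: plate controls were DMSO with full reaction for no effect and wells lacking NADH for full effect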
#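 Assay system: diaphorase enzyme from Clostridium kluyveri; Input: enzyme working solution with 0.14 U/mL diaphorase; Timing: 16 min at room temperature; Technique: resorufin fluorescence, excitation 544 nm, emission 590 nm; Benchmarks: positive control minus NADH, DMSO neutral control.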
# * = called active by the depositor; / = not tested or not shown. Rows were taken by chance; 10% or so of the library scored in one or more.
SMILES,TNAP act hiacc,bIAP activator,PMI act hi M6P,Lmaj promast,PMI activator,Diaph act CS,bIAP inh,TNAP inh hiacc,TNAP inh noacc,Diaphorase inh
CCN(C(=O)C1CCN(S(=O)(=O)c2ccc3c(c2)oc(=O)n3C)CC1)c1cccc(C)c1,1,0.9,0.9,6,0.9,0.8,8,-4,-12,20
CCOC(=O)c1ccc(Cl)c(NC(=O)c2cccnc2)c1,1.1,1,0.9,-5,1,1.1,1,-10,-11,-9
Cc1cc(N2CCN(c3cccc(C)c3C)CC2)nc(-c2ccccc2)n1,1,0.9,0.5,-2,0.9,0.8,13,-4,-3,22
Cc1nc2ccccc2n1CCN1CCOCC1,1,1.2,0.6,-11,1.1,1.1,-20,-1,4,-7
CCOCCCNC(=O)c1ccc2c(c1)N=C(CC)c1cc(Br)ccc1S2,1,1,0.9,12,0.9,0.8,4,0,-1,21
COc1ccc(C(C(=O)NC2CCCCC2)N(C(=O)CCCC(=O)Nc2ccccn2)c2ccc3c(c2)OCCO3)cc1 (configuration not stated),1.1,1.1,0.9,-7,0.9,0.9,-5,-6,-9,12
COc1nnnc2c1sc1nc(N3CCOCC3)c3c(c12)CC(C)(C)OC3,1,1,1.1,/,1,1,-2,-5,-10,4
O=C(CCCn1c(=O)[nH]c2ccsc2c1=O)N1CCN(Cc2ccc3c(c2)OCO3)CC1,1,1.1,1.1,7,1.1,1,-14,1,-4,5
Cc1cc(S(=O)(=O)NCC(C)C)ccc1OCC(=O)NCC1CCCO1 (configuration not stated),1,0.8,0.8,59*,0.9,0.9,15,0,-6,9
Nc1ccc(-c2n[nH]c(=O)c3ccccc23)cc1N,1,0.9,1,-6,0.9,0.9,11,-4,-6,10
Cc1ccc(-n2c(SCC(=O)NC3CCS(=O)(=O)C3)nc3ccccc3c2=O)cc1 (configuration not stated),1,1,1.1,0,1.1,0.9,0,-4,-6,9
COc1ccccc1CNC(=O)CSc1ccc(-c2ccccn2)nn1,1,0.9,0.9,0,1,0.7,6,-2,-9,26
Cc1noc(C)c1COC(=O)Cc1ccc(Br)cc1,1,1.2,1,-10,1.1,1,-18,-5,0,1
CN(Cc1cnccn1)Cc1nc(Cc2ccccc2F)no1,1,0.9,0.9,-8,0.9,0.9,6,-3,-3,12
O=C(CN1CCN(c2ccccc2)CC1)Nc1ccc(-n2cnnn2)cc1,1,1,1,-4,-0.1,1.1,0,-4,-11,-9
COCCn1c(SCC(=O)Nc2ccc(C)cc2)nc2c(oc3ccccc32)c1=O,1,1,0.9,-3,0.9,0.9,0,2,-10,7
CCC(C)C(NC(=O)C1CCC(C)CC1)C(=O)Nc1cc(OC)ccc1OC (configuration not stated),1,1,1,31,1.1,1,2,-5,-12,-5
O=c1oc(-c2ccc([N+](=O)[O-])cc2)nc2ccc(O)cc12,1.1,1.2,0.9,4,1,0.9,-23,-5,-3,5
CCOc1ccccc1NC(=O)c1ccc(S(=O)(=O)N(C)C)cc1,1.1,0.9,1,-1,0.9,1,12,-10,4,0
CCCCCC(=O)N/N=C(\C)c1ccccn1,1,1.5,0.9,93*,0.8,0.9,-47,-1,-10,11
COc1ccc(-c2cc(C(=O)N3CCOCC3)c3cc(C)ccc3n2)cc1,1,0.9,0.8,65*,0.8,0.9,12,-1,-3,13
CCC(=O)c1ccc(OCC(O)CN2CC(C)OC(C)C2)cc1 (configuration not stated),1.1,1.1,1.1,88*,1,0.9,-8,-10,-15,15
Cc1ccc2nc(Cl)c(/C=N/Nc3nc(C)cc(C)n3)c(=O)n2c1,1.1,0.9,0.9,57*,1,0.9,13,-6,-25,8
c1ccc(-c2noc(-c3cccs3)n2)nc1,1,0.9,1.2,-2,1.1,1.1,6,4,-1,-15
Cn1cccc1/C=N/n1c(-c2ccc(Cl)cc2)n[nH]c1=S,1,1,0.8,0,0.8,0.7,2,-1,33,28
CS(=O)(=O)N(CC(=O)N1CCOCC1)c1ccc2c3c(cccc13)CC2,1,0.9,1,7,0.9,0.8,6,-4,-14,19
COc1ccc(-c2nc3cc(C)ccn3c2NCc2ccc3c(c2)OCO3)cc1,1.1,1.2,0.9,29,0.9,1.1,-24,-10,-11,-7
COc1cc(C(C(=O)NC(C)(C)C)N(C(=O)CNC(=O)c2cccs2)c2ccccc2)cc(OC)c1OC (configuration not stated),1,1,0.9,-3,0.9,0.9,1,-2,-7,14
Cc1cc(C)n(-c2ccc(C(C)C)cc2)c(=O)c1C#N,1,1,1,-1,1,0.9,-5,-5,-8,14
CCOC(=O)C1(Cc2cccc(OC)c2)CCN(C(C)CC(C)(C)O)CC1 (configuration not stated),1,1.2,0.9,-1,0.9,0.9,-24,0,-3,10
CSc1cccc(NCc2ccc([N+](=O)[O-])cc2)c1,1.1,0.9,0.7,6,0.7,0.7,9,-6,-7,29
CC(C)C(c1nnnn1Cc1ccc(F)cc1)N1CCN(c2ccc(O)cc2)CC1 (configuration not stated),1,0.9,0.3,19,0.6,0.4,8,2,-2,62*
COc1cc(C(=O)NCCOc2cccc3cccnc23)cc(OC)c1OC,1,0.9,1,18,1,1,11,4,-10,-2
C=CCN1C(=O)C(CC(=O)Nc2ccccc2)SC1=Nc1c(C)n(C)n(-c2ccccc2)c1=O (configuration not stated),1.1,1.1,0.9,-1,0.9,0.9,-6,-5,-14,10
C[C@]12CCC(=O)C=C1[C@H](O)C[C@@H]1[C@@H]2[C@@H](O)C[C@@]2(C)[C@H]1CC[C@]2(O)C(=O)CO,1,0.9,0.9,-8,1.1,1,6,-2,-12,3
COc1ccc(-c2[nH]c(-c3ccc(C)cc3)nc2SCC(=O)Nc2nccs2)cc1,0.9,0.9,0.8,23,0.8,0.8,6,5,-15,16
CC(C)C(O)C1CCN(Cc2nc(-c3cccs3)no2)CC1 (configuration not stated),1,1.1,0.6,3,1,0.9,-6,-2,-1,14
COc1cc(S(=O)(=O)N2CCOCC2)ccc1NC(=O)COc1ccc(N(C)S(=O)(=O)c2ccc(C)cc2)cc1,1.1,1.1,1,94*,1,0.8,-11,-6,-20,15
COc1ccccc1CNC(=O)C1CC(c2ccc([N+](=O)[O-])cc2)=NO1 (configuration not stated),1.1,0.9,0.9,-2,1,0.9,12,-6,-2,9
COc1cc(CSc2nnnn2-c2ccc(C)cc2)cc(OC)c1OC,1.1,0.9,0.8,-1,0.8,0.8,9,-9,-12,18
CN(C)S(=O)(=O)c1ccc(Cl)c(NC(=O)CN2CCC(Cc3ccccc3)CC2)c1,1,1,1.1,3,1,1,-4,-3,-4,5
N#C/C(=C\c1ccc(-c2ccc(F)cc2)o1)C(=O)Nc1nc(-c2cccs2)cs1,0.8,1.5,0.7,3,0.8,0.9,-54,25,-14,6
COc1ccccc1C(=O)Nc1onc(C)c1C#N,1,0.9,1,-9,1,0.9,10,-2,-3,9
COC(=O)c1ccc(Cl)c(NC(=O)CSc2ncn[nH]2)c1,1,1.1,1,-3,1,1,-11,3,-1,5
Cc1ccc(-c2cc(C(=O)Nc3ccc(S(=O)(=O)Nc4ncccn4)cc3)c3ccccc3n2)cc1,0.9,1.1,1,-4,0.9,0.9,-14,14,3,6

# Quoted at random: two entries already listed, in no set order.
SMILES,TNAP act hiacc,bIAP activator,PMI act hi M6P,Lmaj promast,PMI activator,Diaph act CS,bIAP inh,TNAP inh hiacc,TNAP inh noacc,Diaphorase inh
COc1ccc(-c2[nH]c(-c3ccc(C)cc3)nc2SCC(=O)Nc2nccs2)cc1,0.9,0.9,0.8,23,0.8,0.8,6,5,-15,16
CCOC(=O)C1(Cc2cccc(OC)c2)CCN(C(C)CC(C)(C)O)CC1 (configuration not stated),1,1.2,0.9,-1,0.9,0.9,-24,0,-3,10

# In the list so far, 5 contain a Cl atom:
SMILES,TNAP act hiacc,bIAP activator,PMI act hi M6P,Lmaj promast,PMI activator,Diaph act CS,bIAP inh,TNAP inh hiacc,TNAP inh noacc,Diaphorase inh
CCOC(=O)c1ccc(Cl)c(NC(=O)c2cccnc2)c1,1.1,1,0.9,-5,1,1.1,1,-10,-11,-9
Cc1ccc2nc(Cl)c(/C=N/Nc3nc(C)cc(C)n3)c(=O)n2c1,1.1,0.9,0.9,57*,1,0.9,13,-6,-25,8
Cn1cccc1/C=N/n1c(-c2ccc(Cl)cc2)n[nH]c1=S,1,1,0.8,0,0.8,0.7,2,-1,33,28
CN(C)S(=O)(=O)c1ccc(Cl)c(NC(=O)CN2CCC(Cc3ccccc3)CC2)c1,1,1,1.1,3,1,1,-4,-3,-4,5
COC(=O)c1ccc(Cl)c(NC(=O)CSc2ncn[nH]2)c1,1,1.1,1,-3,1,1,-11,3,-1,5

# Next section:
SMILES,TNAP act hiacc,bIAP activator,PMI act hi M6P,Lmaj promast,PMI activator,Diaph act CS,bIAP inh,TNAP inh hiacc,TNAP inh noacc,Diaphorase inh
COc1ccc(C(=O)c2c[nH]c(C(=O)NCc3cccnc3)c2)cc1,1,0.9,0.9,-4,1,0.9,9,-1,-2,12
CCNC(=O)C(=O)NCC1OCCCN1S(=O)(=O)c1cccs1 (configuration not stated),1,0.8,1,-6,0.9,0.9,20,-3,-19,7
Cc1oc2c(c1C(=O)NC(Cc1c[nH]c3ccccc13)C(=O)O)CCCC2 (configuration not stated),1,1,1,-10,1.1,0.8,1,-3,-10,17
COc1ccc(OCC(=O)N2CCN(C(=O)COc3ccccc3)CC2)cc1,1,1,0.9,-6,0.9,0.9,4,-3,-10,13
CC(C)CCNc1c(-c2cccs2)nc2ccccn12,1.1,0.8,0.6,15,0.9,0.8,16,-7,-15,25
CCOC(=O)c1c(C(=O)OCC)c(C)n(CCc2ccccc2)c1C,1.1,1,0.9,7,1,0.8,2,-6,-8,18
